High-throughput results: PubChem, several laboratories
STAT3 activator: increases IL-6 driven STAT3 reporter signal | hit rate 0.91% among 190,000 | activation (% of control), % at 5.6 µM | AID 871 | U3A cells, IL-6 STAT3-luciferase reporter, luminescence; 100% = signal with IL-6 EC80 alone;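 active = activation above the screen-wide mean of compound activation plus 3 SD, cut at about 130% in these data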;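 also: 0% = background luminescence of wells with medium and substrate only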
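Material: human U3A cells carrying STAT3-luciferase construct. Measured by: reporter luminescence signal. Timing: compound 1 h, then IL-6 6 h at 37 °C.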
PPARg SRC-1 ag: PPARgamma-driven SRC-1 recruitment agonism; activation, % at 8 µM; PPARgamma-SRC-1 coactivator recruitment biochemical assay; hit rate 0.41% among 200,000; AID 631; in the data active = activation above about 19%;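 also: 0% = DMSO and 100% = reference agonist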
Target sequence (P37231 whole entry, looked up): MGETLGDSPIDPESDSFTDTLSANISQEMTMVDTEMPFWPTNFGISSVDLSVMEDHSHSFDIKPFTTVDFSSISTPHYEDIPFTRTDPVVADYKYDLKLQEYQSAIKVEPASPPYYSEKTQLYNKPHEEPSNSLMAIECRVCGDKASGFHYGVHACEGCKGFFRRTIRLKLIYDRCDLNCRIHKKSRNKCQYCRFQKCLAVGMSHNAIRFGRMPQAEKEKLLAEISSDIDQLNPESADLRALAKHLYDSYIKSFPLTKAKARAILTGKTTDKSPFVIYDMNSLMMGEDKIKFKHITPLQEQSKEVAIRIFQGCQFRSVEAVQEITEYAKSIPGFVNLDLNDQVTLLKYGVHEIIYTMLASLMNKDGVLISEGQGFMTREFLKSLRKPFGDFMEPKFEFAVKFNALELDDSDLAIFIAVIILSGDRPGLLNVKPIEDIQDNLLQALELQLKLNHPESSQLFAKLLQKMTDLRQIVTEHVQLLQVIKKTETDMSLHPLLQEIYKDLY
STAT1 blocker: inhibitors of IFN-gamma induced STAT1 signaling; hit rate 0.35% among 200,000; NIH 3T3 STAT1-luciferase reporter, luminescence; inhibition, % at 5.5 µM; AID 920;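 active = inhibition above a set limit, the mean inhibition across all tested compounds plus 3 SD, cut at about 34% in these data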;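 also: 0% = IFN-gamma with DMSO and 100% = IFN-gamma with 300 µM nifuroxazide; values of inactives mirror those of a sister screen read the other way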
ROMK mod: modulators of human ROMK potassium channel | P48048 | Tet-inducible ROMK, thallium flux fluorescence; actives lie on both sides | B-score at 10 µM | hit rate 2% among 130,000 | AID 1918;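 active = signal ratio slope over the read window, or its plate-corrected B-score, at least 3 SD from the plate mean, either direction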;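 also: B-score of the F/F0 ratio slope over 7 to 12 s after thallium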
SRC2 TRFRET art: counter-screen for PPARgamma SRC-2 recruitment agonists: TR-FRET artefact. stronger effect = higher value. hit rate 0.4% among 200,000. AID 1049. TR-FRET ratio at 8 µM; in the data active = TR-FRET ratio above about 2000; also: inactives centre near 1500; reference of the scale not given here
STAT3 inh: inhibitors of IL-6 induced STAT3 signaling; inhibition, % at 5.5 µM; hit rate 0.89% among 190,000; U3A cells, IL-6 STAT3-luciferase reporter, luminescence; host cell line lacks STAT1;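 active = inhibition above the mean inhibition across all screened compounds plus 3 SD, cut at about 44% in these data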;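 also: 0% = DMSO only wells and 100% = 100 µM nifuroxazide control wells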
PPARg SRC2 recr: PPARgamma-driven SRC-2 recruitment agonism | P37231 | PPARgamma LBD-SRC-2 recruitment, biochemical | activation, % at 8 µM | hit rate 0.34% among 200,000; in the data active = activation above about 22%;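 also: 0% = vehicle and 100% = reference agonist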
PPARg SRC-3 ag: agonists of human PPARgamma SRC-3 coactivator recruitment; biochemical PPARgamma/SRC-3 coactivator recruitment assay; activation, % at 8 µM; hit rate 0.26% among 200,000; AID 731; in the data active = activation above about 23%;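 also: 0% = DMSO and 100% = reference agonist; some compounds past the cut are filed as inactive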
S1P3 antag: antagonists of human S1P3 receptor. Q99500. CHO S1P3 NFAT-BLA reporter, FRET fluorescence, antagonist mode. inhibition, % at 4.98 µM. hit rate 0.27% among 170,000. AID 485;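 active = inhibition above the plate cutoff, the mean inhibition of test wells on that plate plus 3 SD, cut at about 28% in these data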;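 also: cells challenged with S1P at its EC80 of 0.8 µM; blue over green emission ratio from cleaved BLA substrate after 4 h stimulation; 0% = S1P-stimulated wells and 100% = unstimulated DMSO-only wells; some compounds past the cut are filed as inactive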
Target sequence (Q99500 whole entry, looked up): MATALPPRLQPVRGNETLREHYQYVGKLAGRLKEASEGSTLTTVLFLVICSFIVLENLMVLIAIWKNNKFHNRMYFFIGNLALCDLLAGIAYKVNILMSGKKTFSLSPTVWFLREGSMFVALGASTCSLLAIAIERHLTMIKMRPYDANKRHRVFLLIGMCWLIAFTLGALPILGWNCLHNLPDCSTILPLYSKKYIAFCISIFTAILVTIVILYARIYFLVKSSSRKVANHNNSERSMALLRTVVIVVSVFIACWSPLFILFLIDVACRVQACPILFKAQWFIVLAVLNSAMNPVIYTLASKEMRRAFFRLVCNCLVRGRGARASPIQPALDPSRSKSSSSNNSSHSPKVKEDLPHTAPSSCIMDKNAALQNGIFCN
RAM inhibit: inhibitors of the yeast RAM network. S. cerevisiae dse1pr::URA3 reporter, 5-FOA growth OD615, 2 d; analog-sensitive cbk1-as2 kinase mutant strain. inhibition, % at 50 µM. hit rate 1.8% among 190,000. AID 868;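 active = inhibition above a set limit, 3 SD over mean compound inhibition, cut at about 8.4% in these data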;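 also: 0% = DMSO-only wells with no growth and 100% = 10 µM 1-NA-PP1 full growth; inhibition rescues growth on 5-FOA so higher OD means more RAM inhibition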
TLR4-MyD88 BLA: blocks binding of human TLR4 to MyD88 | O00206+Q99836 | HeLa CL3-4 TLR4/MyD88 BLA complementation, FRET ratio | inhibition, % at 8.4 µM | hit rate 0.18% among 200,000; in the data active = inhibition above about 25%;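 also: 0% = vehicle and 100% = reference inhibitor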
Starred values were filed as active, the others as inactive; x = no result given.

SMILES	STAT3 activator	PPARg SRC-1 ag	STAT1 blocker	ROMK mod	SRC2 TRFRET art	STAT3 inh	PPARg SRC2 recr	PPARg SRC-3 ag	S1P3 antag	RAM inhibit	TLR4-MyD88 BLA
CCc1cccc(C)c1NC(=O)c1cc(C)oc1C	101	10	-3	x	1600	0	11	1	-19	-0.8	-7
CCCCNC(=O)c1sc(=S)n2c1[nH]c(=O)c1ccccc12	105	8	-9	-1.5	1484	-3	11	-3	-48	1.9	-1
Cc1cccc(C)c1NC(=S)/C(=C(\[O-])c1cccs1)[n+]1ccccc1	91	2	-1	0.029	1497	9	9	2	12	2.2	-10
Cc1ccc(S(=O)(=O)N(CCC(=O)O)Cc2ccc(Cl)cc2)cc1	91	1	-2	-0.28	1535	17	5	-11	x	1.4	6
O=C(c1ccc(Cl)cc1Cl)C1(n2cncn2)Oc2ccccc2C1O (stereo not drawn)	117	-2	-9	-0.3	1357	-14	5	-2	-7	1.9	-9
Cc1ccc(C(=O)NNC(=O)CCC(=O)Nc2cc(C)on2)cc1	93	6	-1	x	1630	7	8	1	-30	2.8	-4
COc1ccccc1-c1ccc(=O)n(CC(=O)NCC2CCCO2)n1 (stereo not drawn)	93	4	3	-0.2	1605	11	3	9	0	1.6	6
CCc1ccc(/C=C/c2c[nH]c3ccccc23)[n+](CC)c1	66	11	30	-0.52	1544	43	8	3	9	1.9	-6
Cc1ccc(-n2cccc2/C=C2\C(=N)N3N=C(c4ccco4)SC3=NC2=O)cc1	107	-2	3	1.9	1473	-3	2	0	-9	0.0	6
O=S(=O)(NCCCCCNS(=O)(=O)c1ccccc1)c1ccccc1	102	5	1	x	1353	1	-1	-7	7	0.0	-8
O=C(NCC(F)(F)F)Nc1nnc(C(F)(F)F)s1	102	0	-2	1.8	1518	0	1	2	x	0.9	0
CC(=O)c1cccc(NC(=O)NNC(=O)c2ccc(Cl)cc2Cl)c1	94	9	1	0.98	1531	12	4	1	-19	2.4	-20
CCC(c1ccccc1)c1nc(-c2ccccn2)no1 (stereo not drawn)	102	-5	-8	x	1440	9	-2	-4	-31	-0.7	-12
CCn1c(=O)c(C(=O)NCc2ccc(OC)c(OC)c2)c(O)c2ccccc21	101	-1	-9	x	1511	3	-5	-9	0	4.3	-4
Cc1nnc(SCc2ccc(F)cc2)s1	95	3	-9	x	1611	9	11	19	8	0.1	18
CCn1c(SCC(=O)N2CCCc3ccccc32)nnc1-c1ccco1	97	7	10	1.1	1495	10	10	-2	-27	0.0	1
CCN(C(=O)CSc1nc2nc(C)cc(C)n2n1)c1cccc(C)c1	110	-4	-1	x	1462	-2	-4	-7	x	1.6	7
Cc1ccccc1CS(=O)(=O)Cc1ccc(C(=O)NCc2ccccn2)o1	101	-2	12	0.037	1642	6	-5	-10	-14	0.1	2
O=S1(=O)CCC(N2CCOCC2)C1 (stereo not drawn)	99	-2	9	-0.057	1538	5	7	5	x	0.6	2
COC(=O)c1ccc(CSc2nc(-c3ccccc3)cs2)o1	97	5	-6	x	1684	8	5	8	0	0.7	7
O=c1c2ccccc2nnn1CSc1nnc2sc3ccccc3n12	77	-12	-25	x	1466	32	-3	-12	2	4.4	-6
COc1ccc(OC)c(S(=O)(=O)N(C)CC(=O)N2CCN(c3ccc(F)cc3)CC2)c1	95	-3	5	x	1412	6	0	-3	4	0.3	-4
Cc1nc2nc(-c3ccc(Cl)cc3)cn2nc1C	47	0	6	-0.26	1567	66*	9	-7	x	3.2	2
CCOc1ccc(-c2nnn(CC#N)n2)cc1OC	107	1	-9	x	1428	-7	6	1	x	2.5	3
Cc1ccc2cc(C)c3nnc(SCC(=O)N4CCCc5ccccc54)n3c2c1C	99	0	1	x	1574	7	1	5	x	1.1	4
O=C(CNCCc1ccc(Cl)cc1Cl)NCc1ccco1	97	3	-7	-1.4	1729	10	4	2	-8	1.1	-7
O=S(=O)(Cc1ccccc1)NCc1ccccn1	102	6	-1	x	1581	1	-8	1	103*	0.0	-3
Cc1ccc(S(=O)(=O)C2(C(=O)N3CCCCCC3)CC2)cc1	91	4	0	x	1676	13	11	5	6	0.3	1
NS(=O)(=O)c1ccc(CCNC(=O)c2cccnc2)cc1	98	5	6	x	1667	6	0	6	-11	-0.1	-8
O=C(c1ccc(S(=O)(=O)c2ccccc2)cc1)N1CCc2ccccc2C1	89	1	-2	-0.021	1637	11	-9	1	0	2.3	-3

Random excerpt: two records from the list.
SMILES	STAT3 activator	PPARg SRC-1 ag	STAT1 blocker	ROMK mod	SRC2 TRFRET art	STAT3 inh	PPARg SRC2 recr	PPARg SRC-3 ag	S1P3 antag	RAM inhibit	TLR4-MyD88 BLA
O=S(=O)(Cc1ccccc1)NCc1ccccn1	102	6	-1	x	1581	1	-8	1	103*	0.0	-3
Cc1ccc2cc(C)c3nnc(SCC(=O)N4CCCc5ccccc54)n3c2c1C	99	0	1	x	1574	7	1	5	x	1.1	4

More structures follow.
SMILES	STAT3 activator	PPARg SRC-1 ag	STAT1 blocker	ROMK mod	SRC2 TRFRET art	STAT3 inh	PPARg SRC2 recr	PPARg SRC-3 ag	S1P3 antag	RAM inhibit	TLR4-MyD88 BLA
Cc1n[nH]c(C)c1NC(=O)c1cc([N+](=O)[O-])ccc1Cl	102	-1	-2	0.23	1411	1	1	3	-10	1.2	27*
COC(=O)c1ccc(Cl)c(NC(=O)CSc2ncn[nH]2)c1	96	-4	0	0.54	1478	7	6	-4	8	-0.2	5
CCOC(=O)/C(=N\Nc1ccccc1Cl)N1CCN(c2ccccc2OC)CC1	104	-6	6	0.23	1616	3	-2	-9	1	7.3	-4
O=C(Nc1ccccc1N1CCOCC1)c1cccs1	103	-1	-2	x	1335	-2	-4	4	x	0.5	-6
CC(C)C[C@@H]1NC(=O)[C@H](Cc2ccc(O)cc2)NC(=O)c2cc([N+](=O)[O-])cc(I)c2NCCC[C@@H](C(N)=O)NC1=O	99	-3	-1	-0.45	1543	-2	11	0	-6	1.5	-8
COc1ccc(C)cc1-n1c(SCC(=O)Nc2cc(C)on2)nc2ccccc2c1=O	101	6	4	0.79	1523	3	4	0	-3	1.7	15
CC(=O)OCC(=O)Nc1cc(S(=O)(=O)N2CCCCCC2)ccc1Cl	106	-3	4	-0.96	1518	-6	3	-2	-11	0.1	-11
COc1ccc(C(=O)NC(=S)N2CCCCC2)cc1[N+](=O)[O-]	96	2	3	x	1693	5	10	5	-9	1.3	-1
O=[N+]([O-])c1cc2c(cc1/C=N/n1c(-c3ccccc3)n[nH]c1=S)OCO2	103	14	6	x	1657	6	12	7	x	2.8	1
COc1ccc(/C=C2\SC(=S)N(CCCC(=O)NNC(=O)c3ccccc3O)C2=O)cc1	69	-4	2	-0.2	1423	40	-12	-5	-8	0.0	8
O=C(CN1CC(c2ccccc2)CC1=O)Nc1ccc2c(c1)OCO2 (stereo not drawn)	99	4	-6	0.62	1366	1	15	4	0	-0.1	-6
CCCOC(=O)c1[nH]c2c(c1C)C(=O)CC(c1cccs1)C2 (stereo not drawn)	102	-4	-4	-0.31	1380	4	-6	-14	x	1.9	9
Cc1ccc(C(=O)NCC(=O)OCC(=O)c2ccc3c(c2)OCCO3)cc1C	99	0	-3	1.2	1517	-1	12	3	x	0.3	-2
O=C(Nc1ccc(O)cc1)c1cccc(Oc2ccc([N+](=O)[O-])cc2)c1	97	13	-4	0.11	1809	9	-3	5	2	1.5	10
CSc1ccc(CN2CCC(CO)(Cc3ccc(Cl)cc3)CC2)cc1	87	4	-24	-3	1647	19	-1	3	13	0.0	18
COC(=O)C1=C(C(=O)c2ccccc2)C(c2ccc(O)c(OC)c2)n2nnnc2N1 (stereo not drawn)	93	9	8	0.059	1478	9	7	4	x	0.6	-16
NNC(=O)c1cnn(Cc2ccccc2)c1N	96	8	1	x	1688	7	11	4	x	0.2	4
O=[N+]([O-])c1cccc(/C([O-])=C(/C(=S)Nc2ccccc2F)[n+]2ccccc2)c1	105	6	-11	-0.25	1552	0	2	2	-12	1.9	-8
CCOC(=O)c1oc2c(CN3CCN(C)CC3)c(O)ccc2c(=O)c1-c1ccc(Br)cc1	102	-1	6	x	1503	0	-3	-2	0	-0.1	-14
CC(=O)OC(C(=O)NC1CCCCC1)c1cccc(F)c1 (stereo not drawn)	99	-9	0	0.045	1576	4	2	0	3	1.6	7
Cc1c(Cl)c([N+](=O)[O-])nn1Cc1ccc(C(=O)N/N=C\c2cc(Cl)ccc2O)o1	90	-7	-3	x	1577	15	-6	-7	x	1.4	11
C=CCSC1=Nc2sccc2C2=NC(=O)CN12	118	13	7	x	1562	-22	23*	11	x	2.6	-6
Cc1cccc2sc(NNC(=O)c3ccc(S(=O)(=O)N4CC(C)CC(C)C4)cc3)nc12 (stereo not drawn)	108	8	11	-1.1	1582	-10	11	4	0	4.1	-3
Cc1ccccc1NC(=S)N1CCCN(Cc2ccc(F)cc2)C1	97	8	4	-1.1	1634	5	10	1	6	0.0	-13
Cc1cc(-c2nnc(SCC(=O)Nc3ccccc3C(F)(F)F)o2)c(C)n1-c1ccccc1	102	-2	2	0.31	1455	2	12	4	x	5.5	-3
Cc1cc(Nc2ccccc2O)c2ccccc2n1	87	2	3	-0.58	1700	20	10	-4	5	1.2	11
O=C(c1ccccc1)N(C1=NCCCCS1)c1ccccc1	104	2	-5	x	1676	-9	1	5	8	1.0	0
CCC1(C)Cc2ccccc2-c2c1c(=O)n(Cc1ccccc1)c1nnnn21 (stereo not drawn)	102	-5	-5	x	1498	-2	-2	0	6	1.8	-5
Cc1ccccc1NC(=O)Cn1c(NCC(C)O)nc2ccccc21 (stereo not drawn)	99	6	-2	x	1647	3	4	1	9	0.0	8
O=C(COC(=O)Cn1cnc2ccccc21)NCCc1ccc(Cl)cc1	96	7	2	x	1670	8	3	2	x	1.3	-3
O=C(COC(=O)C12CC3CC(CC(C3)C1)C2)Nc1nccs1	100	-3	-4	0.98	1421	5	-2	-2	-14	2.0	-14
Cc1cccc(NC(=O)COC(=O)c2cccc3c2C(=O)c2ccccc2C3=O)c1C	85	-2	-2	x	1486	14	-5	0	-11	1.9	-1
O=C(c1ccc(COc2ccc(Cl)cc2)cc1)N1CCCCC1	107	3	-23	-0.35	1644	-3	3	-3	-1	-1.9	-1
COc1ccc(-n2c(C)c3c(OC)cccc(=O)c3c2C)cc1	98	8	-1	x	1609	7	10	1	x	3.0	-7
COc1ccc(C2=NNC(=O)CC2)cc1	97	2	-6	0.56	1483	7	1	1	-23	-0.4	3
CC(C)c1nc(SCC(=O)N2CCOCC2)c2c(=O)n(C)c(=O)n(C)c2n1	99	6	-3	x	1628	6	7	9	14	1.5	-3
NC(=O)c1nnsc1Sc1c(C(N)=O)nnn1-c1cccc(N)c1	98	1	8	1.2	1328	2	6	-2	-13	3.1	-1
Cc1cc(-c2ccco2)n(CC(=O)NCCCc2ccccc2)n1	96	-7	11	x	1481	4	-8	3	-31	1.1	0
